PG9 binder = small molecules binding HIV-1 gp120 antibody PG9; TR-FRET gp120-PG9 antibody binding; inhibition, % at 6.7 µM; AID 624416; 360,000 tested, 0.43% active; in the data active = inhibition above about 8.5%
PRMT1 FP inh = blocks human protein arginine methyltransferase 1. recombinant PRMT1, activity-based probe fluorescence polarization. inhibition, % at 2.79 µM. 370,000 tested, 1.3% active. AID 652257;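 active = inhibition above about 21% made by adding two undisclosed values, limit read from the data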
Target sequence (Q99873 whole entry, looked up): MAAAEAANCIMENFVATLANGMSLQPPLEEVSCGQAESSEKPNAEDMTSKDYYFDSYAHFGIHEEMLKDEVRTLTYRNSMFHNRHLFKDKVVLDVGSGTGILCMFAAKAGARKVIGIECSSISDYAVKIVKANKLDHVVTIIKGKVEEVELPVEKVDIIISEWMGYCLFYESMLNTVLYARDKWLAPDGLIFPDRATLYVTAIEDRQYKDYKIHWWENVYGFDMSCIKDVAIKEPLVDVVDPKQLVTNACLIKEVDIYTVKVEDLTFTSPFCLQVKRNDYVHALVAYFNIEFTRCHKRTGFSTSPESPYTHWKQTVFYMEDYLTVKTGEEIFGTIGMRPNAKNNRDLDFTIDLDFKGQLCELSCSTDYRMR
Rev-erbA mod = modulators of human Rev-erb alpha DNA binding. activity, % at 10 µM. Rev-erbα–FITC-DNA binding, fluorescence polarization, 90 min. P20393. 370,000 tested, 0.79% active;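 active = activity above about 14%, limit read from the data; passing the limit was not always enough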;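 note: 0% = DMSO wells with 35 nM protein and 100% = DMSO wells with 750 nM protein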
TCR CD3 inh = human TCR-CD3 binding inhibition | TAMRA-labeled TCR probe fluorescence, biochemical | inhibition, % at 9.4 µM | 360,000 tested, 0.37% active | AID 651800; in the data active = inhibition above about 19%;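 note: recombinant mutant TCR 2C K166C tagged with TAMRA read by polarization; 0% = receptor in buffer alone and 100% = receptor with positive control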
SIAE primary = inhibitors of human sialic acid acetylesterase SIAE | inhibition, % at 9.66 µM | Q9HAT2 | 370,000 tested, 0.69% active | SIAE FP-Rh probe binding, fluorescence polarization | AID 1053197;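 active = inhibition above a cutoff: mean of compounds within the control limits plus 3 SD of those, cut at about 17% in these data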;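 note: 0% = plate median of compound wells and 100% = probe without SIAE protein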
mABHD4 FP = inhibits mouse alpha/beta hydrolase domain 4 | 370,000 tested, 0.54% active | inhibition, % at 8.92 µM | purified mABHD4, FP-Rh probe fluorescence polarization | Q8VD66;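 active = inhibition exceeding the mean over every tested compound plus 3 SD, cut at about 30% in these data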;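 note: 0% = plate median of compound wells and 100% = S159A mutant with DMSO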
Target sequence (Q8VD66 whole entry, looked up, the tested form may be a part): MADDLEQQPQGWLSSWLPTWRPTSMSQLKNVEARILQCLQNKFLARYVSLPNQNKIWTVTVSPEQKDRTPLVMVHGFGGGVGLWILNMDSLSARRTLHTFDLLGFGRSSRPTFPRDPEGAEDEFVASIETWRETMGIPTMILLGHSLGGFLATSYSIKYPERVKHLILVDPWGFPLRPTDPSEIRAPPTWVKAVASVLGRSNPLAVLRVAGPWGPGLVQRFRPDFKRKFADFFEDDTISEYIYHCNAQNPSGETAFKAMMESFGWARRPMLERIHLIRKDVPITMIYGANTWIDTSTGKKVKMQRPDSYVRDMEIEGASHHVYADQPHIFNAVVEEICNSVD
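Assay system: mouse ABHD4 enzyme, wild type / Also added: fluorescent activity-based probe FP-Rh / Doses: single nominal dose of 8.92 µM, 0.89% DMSO final / Timing: 45 min compound pre-incubation plus 60 min probe step, 25 °C / Signal: FP readout, ex 525 nm / em 598 nm / Control set: S159A mutant/DMSO as 100%, compound-well median as 0%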
rCAG binder = molecules binding r(CAG) RNA repeats; r(CAG) RNA repeat, TO-PRO-1 dye displacement fluorescence; inhibition, % at 3 µM; 370,000 tested, 1.3% active; AID 651821;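 active = inhibition above the plate cutoff, the mean of all test compounds on that plate plus 3 SD, cut at about 35% in these data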;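 note: 0% = DMSO alone and 100% = 100 µM mitoxantrone as full dye displacement; higher means more dye released from RNA so lower well fluorescence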
HTRA1 inhibitor = HTRA1 (human) protease inhibition; Q92743; recombinant HTRA1, FP-rhodamine activity-based probe, fluorescence polarization; 340,000 tested, 0.5% active; inhibition, % at 5.96 µM; in the data active = inhibition above about 36%;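 note: 0% = enzyme with DMSO and 100% = wells lacking enzyme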
LEDGF integ inh = blocks HIV-1 LEDGF/p75-dependent DNA integration | TR-FRET IN-LEDGF/p75 DNA integration, Eu/Cy5 | inhibition, % at 3.7 µM | 370,000 tested, 0.64% active | AID 743269;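 active = inhibition above the screen-wide mean plus 3 SD, cut at about 13% in these data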;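 note: signal is the Cy5 over europium emission ratio at 671 and 618 nm; 0% = plate median of compound wells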
TDP2 inh = blocks human TDP2 phosphodiesterase activity. 370,000 tested, 0.34% active. AID 720702. inhibition, % at 12.8 µM. O95551. recombinant TDP2, T5PNP hydrolysis, p-nitrophenol absorbance 415 nm;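 active = inhibition above the mean of all tested compounds plus 3 SD, set per campaign, cut at about 25% in these data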;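 note: 0% = DMSO with enzyme and 100% = buffer with substrate but no TDP2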
Target sequence (O95551 whole entry, looked up): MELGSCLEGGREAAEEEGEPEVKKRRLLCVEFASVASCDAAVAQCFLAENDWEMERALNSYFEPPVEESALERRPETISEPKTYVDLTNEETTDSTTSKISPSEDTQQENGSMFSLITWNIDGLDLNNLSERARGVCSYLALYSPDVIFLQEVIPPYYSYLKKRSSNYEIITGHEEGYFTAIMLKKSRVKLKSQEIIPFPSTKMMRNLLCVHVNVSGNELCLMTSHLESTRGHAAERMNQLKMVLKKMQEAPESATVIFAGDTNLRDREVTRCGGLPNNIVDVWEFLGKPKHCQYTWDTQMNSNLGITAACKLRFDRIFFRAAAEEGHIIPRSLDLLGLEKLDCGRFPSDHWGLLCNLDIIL
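System – recombinant human TDP2 · Amount – 120 nM TDP2 per well · Buffer or medium – Mg2+-containing Tris-HCl buffer, pH 7.5 · Reagent – T5PNP substrate, 5 mM · Dosing – 12.8 µM single point, 1% DMSO · Incubation – 2 h at 37 °C · Measured by – epi absorbance · Read-out basis – percent inhibition · Benchmarks – high control without enzyme, low control DMSO plus TDP2 · Repeats – singlicate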
Active calls of the source: *; nt = not tested or not shown. An excerpt. The share of hits here may be higher or lower than overall.

Values run as follows: SIAE primary	TDP2 inh	HTRA1 inhibitor	PG9 binder	Rev-erbA mod	PRMT1 FP inh	mABHD4 FP	TCR CD3 inh	rCAG binder	LEDGF integ inh
- COc1cc(/C=N/n2cnnc2)ccc1OS(=O)(=O)c1ccccc1[N+](=O)[O-]
 : -6	-1	-2	-1.0	-1	0	0	-1	0	-2
- Cc1nc(SCC#N)c2c(C)c(C)sc2n1
 : -7	0	6	1.1	-5	-3	-3	2	3	0
- CN(CCO)CC(O)CN(c1ccccc1)c1ccccc1 (stereo not given)
 : 4	-11	9	0.5	3	3	-8	-4	-4	-5
- O=C(Nc1ccon1)c1cccc(S(=O)(=O)N2CCCCC2)c1
 : 2	-8	-7	0.5	-6	-1	3	8	-3	3
- O=C(C[C@@H]1C[C@H]2c3cc(NC(=O)NC4CCCCC4)ccc3O[C@H]2[C@H](CO)O1)NC1CCCCC1
 : 5	-6	-1	-1.0	-3	-2	3	5	2	1
- COC(=O)c1ccccc1S(=O)(=O)N1CCC(C(=O)NC2CCCCC2)CC1
 : -2	8	10	-1.7	1	1	-5	6	-1	2
- CN(C)c1ccnc(-n2cccc2/C=N/OCc2cccc(F)c2)c1C#N
 : 0	1	2	-0.2	4	1	3	1	-8	-4
- Cc1c(CN2CCC(CO)(CC3CCCCO3)CC2)cnn1C (stereo not given)
 : -2	0	-5	-1.1	-1	-1	4	-2	1	-4
- CC(C)CSC1=NSC2=NC(=O)/C(=C\c3coc4ccccc4c3=O)C(=N)N12
 : -14	1	-45	-1.4	10	-8	-33	-11	61*	5
- O=C(CCn1c(=O)oc2ccccc21)NCCCN1CCCC1=O
 : 1	0	-3	-0.3	1	4	3	-2	-1	0
- CCc1nn(CC(=O)NCCCN2CCc3ccccc3C2)c(=O)c2cc3sccc3n12
 : 12	4	2	0.0	-6	6	6	8	11	-2
- CN(C)S(=O)(=O)c1ccc(Cl)c(NC(=O)COC(=O)/C=C/c2cnc3ccccc3n2)c1
 : -8	3	6	-0.6	-2	6	0	-9	6	-10
- COc1ccc2cc(C(=O)C3CCCN(C(=O)c4cc(=O)n(C)c(=O)n4C)C3)ccc2c1 (stereo not given)
 : 6	15	-6	-2.5	5	0	1	8	-6	0
- COc1ccc(C2C(C#N)=C(N)Oc3cc(O)ccc32)cc1 (stereo not given)
 : -8	2	-2	0.9	-2	1	-1	3	0	0
- O=C(COc1ccc(-c2nnco2)cc1)NC1CCS(=O)(=O)C1 (stereo not given)
 : -1	6	1	2.0	1	-4	3	11	2	-1
- Cn1ncc(Cl)c1C(=O)N1CCOCC1
 : 7	-2	1	-1.7	0	-3	0	-1	-1	0
- O=C(NC1CCCCC1)c1ccc(N2CCOCC2)c([N+](=O)[O-])c1
 : 1	-11	3	1.7	3	4	-5	-10	-5	0
- CS(=O)(=O)c1ccc2nc(NC(=O)CN3CCN(Cc4ccccc4)CC3)sc2c1
 : 3	-3	2	-2.7	-2	-1	-2	2	8	1
- CC1(C)CCSC(/C=C/c2ccccc2)=N1
 : 1	4	7	0.3	3	3	0	-4	-2	-4
- CC1CC(CCC(=O)NC(=S)Nc2ccc(Cl)cn2)C(=O)O1 (stereo not given)
 : -7	4	-5	-0.7	2	1	8	-3	-1	1
- O=C(CCC1CCCN(C(=O)C2=CCCC2)C1)N1CCN(c2ccccn2)CC1 (stereo not given)
 : 2	6	6	0.1	-6	3	-3	-3	-6	-4
- CN(C)S(=O)(=O)c1cccc(NC(=O)c2cc3ccccc3o2)c1
 : -7	3	-16	-2.7	-1	5	-6	-14	0	-1
- Cc1ccc(C(=O)NNC(=O)/C=C\C(=O)O)cc1
 : -1	-4	2	2.5	-7	0	3	5	-1	-4
- Cc1[nH]c(=O)[nH]c(=O)c1S(=O)(=O)Nc1cccc([N+](=O)[O-])c1C
 : -3	-3	10	2.2	5	1	-2	-12	2	2
- COCCNc1nc(Nc2ccc(Cl)cc2F)c2sccc2n1
 : -5	-8	nt	0.1	-3	3	-3	-5	-1	-1
- COc1ccc(CN2CC(C(=O)NCCCN3CCCCCC3)CC2=O)cc1 (stereo not given)
 : 0	1	-3	1.2	3	0	4	4	-4	1
- CCCCn1nnnc1C(c1ccccc1)N1CCN(c2ccc(C(F)(F)F)cc2[N+](=O)[O-])CC1 (stereo not given)
 : -3	-1	nt	0.1	-2	-4	-8	3	8	6
- CC(=O)Nc1ccc(NC(=O)CN2C(=O)NC3(CCCCCCC3)C2=O)cc1
 : 5	-2	9	1.8	-4	-3	-1	-5	4	2
- O=S(=O)(NC1=NCCCCC1)c1ccc2sc(NS(=O)(=O)c3ccc4ccccc4c3)nc2c1
 : -26	-12	-10	0.3	-1	44*	-21	3	56*	-7
- COc1cc2[nH]c(=S)n(NC(=O)CC(C)C)c(=O)c2cc1OC
 : 2	9	1	-0.2	4	-1	-5	-7	0	3

Compound profiles, as listed above. Order of values: SIAE primary, TDP2 inh, HTRA1 inhibitor, PG9 binder, Rev-erbA mod, PRMT1 FP inh, mABHD4 FP, TCR CD3 inh, rCAG binder, LEDGF integ inh
CN(C)S(=O)(=O)c1ccc(Cl)c(NC(=O)COC(=O)/C=C/c2cnc3ccccc3n2)c1 is listed as -8, 3, 6, -0.6, -2, 6, 0, -9, 6, -10
CN(C)S(=O)(=O)c1cccc(NC(=O)c2cc3ccccc3o2)c1 is listed as -7, 3, -16, -2.7, -1, 5, -6, -14, 0, -1

Following part
Values run as follows: SIAE primary	TDP2 inh	HTRA1 inhibitor	PG9 binder	Rev-erbA mod	PRMT1 FP inh	mABHD4 FP	TCR CD3 inh	rCAG binder	LEDGF integ inh
- COc1ccc(NCc2nnc(SCC(=O)Nc3ccc(OC)cc3OC)o2)cc1
 : 9	6	-2	0.0	8	3	0	3	-1	-2
- CN(CC(=O)Nc1ccc(Cl)c(Cl)c1)C(=O)CNC(=O)C1CCCCC1
 : -1	6	-2	-1.3	1	4	1	0	-1	-3
- CCC(Cc1ccccc1)NC(=O)Cn1cccc1C(=O)c1ccccc1 (stereo not given)
 : -5	3	-5	0.2	6	-2	-3	6	-6	-1
- CC(C)c1ccc(OCC(=O)Nc2ccc(S(=O)(=O)Nc3ccccn3)cc2)cc1
 : -17	-1	-2	4.1	0	1	2	4	11	4
- O=C(Cc1ccc(Cl)cc1)NCC(=O)N1CCN(c2ccccc2)CC1
 : 6	6	1	0.1	-2	-2	2	-3	-9	2
- Nc1ccc2c(c1)Cc1cc([N+](=O)[O-])ccc1-2
 : 6	-6	8	-3.5	7	-1	10	-13	2	-2
- CCCCCn1nnnc1C1(C)Cn2nccc2C(=O)N1Cc1ccco1 (stereo not given)
 : -2	-4	nt	nt	-4	1	-1	nt	7	0
- CC1CCN(C(=O)CSc2nc3ccccc3c(=O)n2Cc2ccc3c(c2)OCO3)CC1
 : -7	4	-43	1.4	-1	-1	-8	4	1	0
- CCCc1cc(=O)oc2cc(C)cc(OCC(=O)NCCCN3CCCC3=O)c12
 : -6	-10	1	1.2	-7	-1	-1	-1	-10	-4
- COc1ccc(CCNC(=O)c2c(O)c3cccc4c3n(c2=O)CC4)cc1OC
 : -3	-9	-3	1.2	4	3	-9	-8	2	1
- CCCCCCCCOC(=O)c1nc(Cl)c(Cl)c(N)c1Cl
 : -10	-17	-31	-2.1	-1	-4	-38	3	6	1
- Cc1nonc1C(=O)N1CCCC(Nc2ccc(C(C)C)cc2)C1 (stereo not given)
 : 4	-22	4	2.5	4	-4	2	-7	-5	-3
- CCOc1ccc(CN=C(N)N=C(N)N)cc1Cl
 : 0	-16	3	0.0	-2	-3	-8	-2	3	-1
- COc1cc(OC)cc(C(=O)N[C@H](C(=O)OCC(=O)Nc2cccc(F)c2)C(C)C)c1
 : -4	-10	13	0.3	1	-3	-11	-2	0	-1
- Cc1cc(NC(=O)COC(=O)c2ccc(F)c(S(=O)(=O)N3CCOCC3)c2)no1
 : 1	-10	8	-0.8	-4	0	-7	-4	1	2
- NC(=O)C1CCN(C(=O)CCC(=O)c2ccc(F)cc2)CC1
 : -1	-4	12	0.1	-4	0	-1	5	6	-1
- c1ccc2c(C3=NNC(=NC4CC4)SC3)c[nH]c2c1
 : 9	1	3	-2.0	1	38*	7	-2	5	-3
- COc1cc(/C=C/C(=O)OCC(=O)NC(=O)NC(C)(C)C)ccc1O
 : -4	3	-1	-2.3	-10	0	2	2	3	2
- COCCCNS(=O)(=O)c1ccccc1
 : 2	3	1	-2.3	3	-1	-1	-4	2	1
- O=C(c1ccccc1)c1cnc(Nc2ccc(Cl)c(Cl)c2)s1
 : -5	12	-6	4.1	4	2	4	-1	1	-2
- Cc1cc(NC(=O)c2sc(Nc3cccc(C(F)(F)F)c3)nc2N)no1
 : 11	7	24	-0.8	-3	0	23	-7	16	0
- COc1ccc(Cc2nc(N)nc(N)n2)cc1
 : 5	6	4	6.3	-8	-2	2	-1	3	-3
- CC1Cc2ccccc2N1C1=CC(=O)CCC1 (stereo not given)
 : 1	6	2	-1.1	-1	0	6	7	2	1
- COc1ccc(-n2nc(C(=O)N3CCN(Cc4ccc5c(c4)OCO5)CC3)c3ccccc3c2=O)cc1
 : -2	-5	-7	0.3	3	-1	-1	-2	-2	2
- CC(=O)Nc1ccc(NC(=S)NC(=O)C2CCCC2)cc1
 : 0	-9	0	-1.5	0	4	5	-3	-4	0
- Cc1nc(N2CCOCC2)nc(OCCN2CCOCC2)c1[N+](=O)[O-]
 : -2	1	5	-2.5	1	1	2	-1	-6	-3
- COC(=O)[C@H](C)NC(=O)Nc1cccc(Br)c1
 : 2	7	-1	-0.9	1	-8	-6	4	0	4
- COc1ccc(/C=N/Nc2cc(C)nc(NS(=O)(=O)c3ccc(C)cc3)n2)cc1
 : -2	1	-46	-1.9	-10	2	-3	1	7	2
- O=C(Nc1cccnc1)OCc1ccccc1
 : -1	-7	3	-1.3	1	0	-7	6	6	3
- CCOc1cccc(/C(O)=C2/C(=O)C(=O)N(Cc3cccnc3)C2c2ccco2)c1 (stereo not given)
 : -4	-6	-2	1.0	-1	-2	7	1	4	1
- CCOC(=O)c1c(/N=C/c2ccccc2O)sc2c1CCC2
 : -2	8	15	-2.8	-4	6	10	4	7	3
- Cc1ccccc1C(=O)N1CCN(c2ccc(NC(=O)CSc3ccc(Cl)cc3)cc2)CC1
 : -2	3	-2	-0.2	3	2	8	-3	7	0
- O=C(Cc1ccccc1)NC1(O)C(=O)c2ccccc2C1=O
 : 0	64*	nt	-1.0	3	-2	-3	1	-1	5
- CCn1c(CCC(=O)Nc2ccccc2F)nnc1SCC(=O)Nc1ccc(OC)cc1
 : 1	12	4	-0.8	-9	-1	3	3	-4	-3
- O=c1[nH]c(N/N=C/c2ccccc2Br)nnc1-c1ccccc1
 : -3	-4	-3	-1.0	-4	3	4	-3	4	4
- COc1ccc(C(=O)NCc2nnc(SCC(=O)NC3CCCCC3)o2)cc1
 : 2	-4	-1	-2.4	0	3	-3	2	-1	-5
- COc1ccccc1NS(=O)(=O)c1cccc(C(=O)NCC(c2ccco2)N2CCCC2)c1 (stereo not given)
 : 6	6	-10	0.5	-8	2	5	2	2	-3
- N#CC(C#N)=Cc1cccn1-c1ccc(S(N)(=O)=O)cc1
 : 1	6	-11	-0.5	11	-2	1	0	2	0

Compound activity: PubChem, several laboratories
